Compound activity as filed in PubChem.
MBD2 DNA inh – inhibitors of human MBD2 binding to methylated oligonucleotide | Q9UBB5 | inhibition, % at 4.4 µM | TR-FRET | 0.31% of 370,000 active; in the data active = inhibition above about 13%
Tn6 DDE FP – disrupts Tn6 cyclic peptide binding to fibrin D-Dimer-E complex | Fibrin DD(E) TRITC-Tn6 fluorescence polarization displacement | AID 720509 | P02675 | 0.21% of 370,000 active | inhibition, % at 8.3 µM;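 active = inhibition above a per-campaign cutoff: mean of compounds within control limits plus 3 SD, cut at about 15% in these data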;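 also: 0% = median of all compound wells on the plate and 100% = blocking peptide control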
PLC-gamma1 inh – PLC-gamma1 (human) inhibition, primary screen; P19174; purified PLC-gamma1, fluorogenic substrate, fluorescence; inhibition, % at 12.2 µM; 0.84% of 370,000 active; in the data active = inhibition above about 9.5%
ADAM17 inh – inhibits human ADAM17; 0.83% of 370,000 active; inhibition, % at 6.95 µM; recombinant ADAM17, EDANS/DABCYL FRET peptide cleavage;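 active = inhibition above the mean of compounds lying between control limits plus 3 SD, set per campaign, cut at about 8.5% in these data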;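 also: 0% = DMSO-only wells as the low control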
PLC-beta3 inh – blocks human PLC-beta3 enzyme activity; Purified PLC-beta3, fluorogenic substrate, fluorescence; inhibition, % at 12.2 µM; 0.18% of 370,000 active; AID 720704; in the data active = inhibition above about 11%;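 also: 0% = median of compound wells on plate and 100% = full blocker control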
Target sequence (Q01970 whole entry, looked up): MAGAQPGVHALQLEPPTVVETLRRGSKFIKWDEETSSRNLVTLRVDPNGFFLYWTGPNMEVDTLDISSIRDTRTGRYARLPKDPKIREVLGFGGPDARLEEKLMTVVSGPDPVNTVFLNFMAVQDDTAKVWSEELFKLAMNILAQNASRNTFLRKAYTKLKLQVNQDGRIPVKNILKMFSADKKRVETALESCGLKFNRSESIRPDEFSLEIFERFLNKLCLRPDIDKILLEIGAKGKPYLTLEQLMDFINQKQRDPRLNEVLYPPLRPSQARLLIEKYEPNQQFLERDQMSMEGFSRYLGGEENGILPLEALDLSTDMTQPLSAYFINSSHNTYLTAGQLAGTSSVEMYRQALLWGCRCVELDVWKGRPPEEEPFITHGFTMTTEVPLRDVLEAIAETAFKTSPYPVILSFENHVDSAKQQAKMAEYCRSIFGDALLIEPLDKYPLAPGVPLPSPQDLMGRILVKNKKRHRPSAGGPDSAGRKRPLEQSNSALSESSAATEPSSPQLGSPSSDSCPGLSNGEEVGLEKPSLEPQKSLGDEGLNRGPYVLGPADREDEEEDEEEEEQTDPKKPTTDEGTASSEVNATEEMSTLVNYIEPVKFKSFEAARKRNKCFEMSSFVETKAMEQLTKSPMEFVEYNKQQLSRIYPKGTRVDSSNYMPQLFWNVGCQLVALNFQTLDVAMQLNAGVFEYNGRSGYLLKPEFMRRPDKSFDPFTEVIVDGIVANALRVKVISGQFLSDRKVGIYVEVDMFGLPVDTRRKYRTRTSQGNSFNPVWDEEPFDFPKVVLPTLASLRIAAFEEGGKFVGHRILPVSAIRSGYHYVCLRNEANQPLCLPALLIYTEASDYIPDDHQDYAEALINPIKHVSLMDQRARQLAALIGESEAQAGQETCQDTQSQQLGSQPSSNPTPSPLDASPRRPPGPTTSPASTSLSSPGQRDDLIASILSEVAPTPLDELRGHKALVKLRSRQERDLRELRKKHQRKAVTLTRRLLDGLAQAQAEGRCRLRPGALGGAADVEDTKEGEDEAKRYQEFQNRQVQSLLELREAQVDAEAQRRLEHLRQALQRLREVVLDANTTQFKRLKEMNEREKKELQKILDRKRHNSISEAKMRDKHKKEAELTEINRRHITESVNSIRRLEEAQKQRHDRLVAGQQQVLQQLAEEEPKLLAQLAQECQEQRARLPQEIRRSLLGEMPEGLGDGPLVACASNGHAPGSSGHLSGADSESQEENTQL
ASAP1 inh – blocks human ASAP1-stimulated Arf1 GTP hydrolysis; AID 624377; GDP FP detection; 0.19% of 360,000 active; inhibition, % at 16.5 µM; Q9ULH1; in the data active = inhibition above about 25%;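 also: 0% = vehicle with enzyme and substrate and 100% = no enzyme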
ARFGAP1 inh – rat ARFGAP1 inhibition | inhibition, % at 16.5 µM | Arfgap1-stimulated ARF1 GTP hydrolysis, GDP FP detection | 0.26% of 360,000 active | Q62848;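 active = inhibition above a per-plate limit, mean inhibition of low control wells plus 3 SD, cut at about 25% in these data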;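 also: 0% = DMSO wells with enzyme and 100% = wells lacking Arfgap1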
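Assay system: Rat Arfgap1 GAP domain (His6, aa 1-136), purified enzyme | Buffer or medium: HEPES 25 mM pH 7.5, NaCl 150 mM, MgCl2, DTT | Schedule: GTP hydrolysis reaction 2 h at 25 °C | Signal: FP of antibody-bound GDP Alexa 633 tracer, ex 620/em 688 nm | Measure: Percent inhibition of Arfgap1-stimulated GTP hydrolysis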
proKLK7 act – activates the human kallikrein-7 zymogen. P49862. purified proKLK7, EDANS-DABCYL substrate fluorescence; 100% is mature enzyme control, 0% vehicle. activation, % at 7 µM. 0.9% of 370,000 active;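 active = activation above the mean of all tested compounds plus 3 SD, computed per campaign excluding outliers beyond control limits, cut at about 13% in these data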
UHRF1 binding – blocks human UHRF1 binding to methylated DNA | inhibition, % at 4.4 µM | Q96T88 | 0.75% of 370,000 active | UHRF1 binding to methylated oligo, TR-FRET; in the data active = inhibition above about 21%;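 also: UHRF1 SRA domain binding a hemimethylated CpG hairpin DNA probe; 0% = median of test compound wells and 100% = reference inhibitor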
Tn7 DDE FP – DD(E)-Tn7 binding inhibition, primary FP screen; FP displacement of FITC-Tn7 peptide from fibrin DD(E); 0% = median of compound wells per plate; 0.13% of 370,000 active; inhibition, % at 8.3 µM; P02675;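 active = inhibition above the mean of compounds falling within the control limits plus 3 SD of them, cut at about 14% in these data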;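 also: 0% = plate median of compound wells and 100% = 10 µM Aha-Tn7 peptide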
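assay system = human clot-derived fibrin DD(E) complex | quantity = Fibrin-DD(E) at 2 µM final | timing = 10 min preincubation, 3 h with tracer, room temperature | signal = fluorescence polarization | measure = percent inhibition | benchmarks = high control wells with 10 µM unlabelled Aha-Tn7 peptide (full inhibition) | replicates = singlicate testing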
Starred values were filed as active, the others as inactive; i = inactive; · = no result given.

SMILES	MBD2 DNA inh	Tn6 DDE FP	PLC-gamma1 inh	ADAM17 inh	PLC-beta3 inh	ASAP1 inh	ARFGAP1 inh	proKLK7 act	UHRF1 binding	Tn7 DDE FP
O=C(Nc1cccnc1)c1ccccc1-c1nc(-c2ccccc2F)no1	3	-4	5	1	4	6	5	-0.7	-7	-1
CCN(C(=O)Cc1c(C(=O)O)[nH]c2ccccc12)c1cc(OC)ccc1OC	0	8	-1	-1	0	-9	4	-0.2	1	3
O=C(O)c1ccc(N/N=C/c2ccc3nccnc3c2)cc1	-9	-6	-19	-1	-31	2	-25	-0.6	-7	10
Cc1ccc(N2C(=O)C(F)(F)C2c2ccccc2)cc1 (configuration not stated)	0	-4	1	0	-1	7	16	-0.1	1	1
O=C(CNC(=O)c1cccc(OC(F)F)c1)OCn1nnc2ccccc2c1=O	0	-3	3	1	2	6	4	-0.1	1	-3
CC(C)c1ccc(C2C3=C(CC(C)(C)CC3=O)NC3=C2C(=O)c2ccccc23)cc1 (configuration not stated)	0	0	1	-2	1	18	13	0.3	-1	0
Cc1occc1C(=O)NCc1nc(-c2ccccc2)no1	3	6	1	-4	-5	-8	-6	-0.1	5	2
CC1CC(C(F)(F)F)n2ncnc2N1 (configuration not stated)	5	6	1	-2	1	-1	14	-0.4	0	1
O=C1NC(Cc2ccccc2)c2nc3cc(F)ccc3c(=O)n2-c2ncccc21 (configuration not stated)	-2	-5	4	-3	1	9	15	0.6	3	1
Cc1nccn1S(=O)(=O)c1cc([N+](=O)[O-])ccc1Cl	-4	-2	0	-5	3	4	-11	-0.1	0	1
CN1CCN(C(=O)CC23CC4CC(CC(C4)C2)C3)CC1	-10	-2	-1	1	1	-4	-12	0.6	-1	6
CN(Cc1ccccc1)C(=O)c1[nH]c(C(F)(F)F)nc1-c1ccccc1	-1	-2	-4	-3	-3	-1	-1	0.1	-1	-1
CN(C)CCNC(=O)c1cccc(-c2cnc3c(NC=O)cc(-c4ccc(C(=O)N5CCOCC5)cc4)cn23)c1	8	-4	-46	0	-54	-11	19	0.9	5	-2
CCOC(=O)Cn1cc(CN2C(C(=O)OC)CN(C3CCCC3)CCS2(=O)=O)nn1 (configuration not stated)	10	-4	8	5	4	·	·	-0.7	15	-7
CCOC(=O)c1[nH]c2ccccc2c1NC(=O)NC1CCCCC1	-10	-2	-3	-1	-4	-23	4	0.3	0	5
COc1ccc(-c2csc(NC(=O)CN3C(=O)NC4(CCCC4)C3=O)n2)cc1OC	2	0	-1	3	-5	-7	27*	-0.6	-2	-9
COc1ccc(CCNC(=O)CCc2ccc(S(=O)(=O)NCC(C)C)cc2)cc1	1	-7	-1	-2	-2	1	4	-0.2	2	1
C[N+](C)(C)CCCCCC[N+](C)(C)C	0	4	3	1	3	-7	3	-0.6	0	-5
CCCC(CCC(=O)NC1CCCCC1)C(=O)O (configuration not stated)	7	-5	1	-3	-1	3	-1	-0.5	-1	-5
Oc1ccccc1CNc1cnc2ccccc2c1	-9	2	-100	-194	-98	-12	-7	9.5	-4	-5
CC(=O)Nc1sc(C)c(C)c1C(=O)OCC(=O)Nc1cc(S(=O)(=O)N2CCCCC2)ccc1Cl	-2	1	2	-2	0	-14	1	-0.5	-3	-4
C=CC[C@@H](CC(=O)NCCO)C(=O)N[C@H](COC(=O)[C@H](CC=C)CC(=O)OC(C)(C)C)Cc1c[nH]c2ccccc12	-4	6	0	2	3	15	-15	0.6	0	-1
CC1(C)CC(=O)C2=C(C1)Nc1ccccc1NC2c1cccs1 (configuration not stated)	-4	9	0	2	-3	-3	-6	-0.6	-2	0
CCC(Oc1ccccc1C)C(=O)N1CCCN(C)CC1 (configuration not stated)	3	-5	4	-9	-5	3	16	-0.2	4	-3
O=C(Nc1ccc(N2CCN(C(=O)c3ccccc3)CC2)c(Cl)c1)c1ccco1	3	-1	-1	4	3	-4	4	-0.5	1	-4
COc1ccccc1NC(=O)Cc1noc(CN(C)Cc2cccs2)n1	0	5	-3	-5	1	6	1	0.4	2	4
CC(=O)c1c(C(=O)O)c2ccccc2[nH]c1=O	5	3	-109	-68	-155	-5	16	6.1	1	-2
CC(C)NC(=S)NC1(C)CCS(=O)(=O)C1 (configuration not stated)	-1	-3	-2	2	1	7	1	0.8	2	0
Cc1ccc(Oc2ccc(Cl)cc2N)cc1	2	5	-1	2	2	4	-4	-0.3	-2	-1
N#C/C(=C\c1ccccc1)C(=O)OCC(=O)N1CCCC1	-7	5	-1	-4	-2	0	8	0.6	-1	2
COc1cccc(NC(=O)Cn2cc3c(n2)CCCCC3)c1	-2	0	-1	-2	-1	-10	8	-0.2	-4	7
CCN(CC)S(=O)(=O)c1ccc(-c2cn3cc(Cl)ccc3n2)cc1	1	0	-11	-33	-38	4	19	-0.3	3	-16
COc1ccc(Br)c(C(=O)Nc2ccc(F)cc2)c1	-3	2	-2	-2	-4	-4	3	0.3	0	1
CCOc1ccc(NC(=O)CN(C)C(=O)CSCc2cccc(C)c2)cc1OCC	-1	-1	-1	0	3	-2	-5	0.1	3	1
CC(C)CN1C(=O)CSCC1(C)C(=O)Nc1ccc2c(c1)OCCO2 (configuration not stated)	-3	-2	2	-2	5	-9	8	0.9	0	0
Cn1c(C(=O)N2CCN(C(=O)c3ccco3)CC2)cc2c(=O)n3ccccc3nc21	0	-4	i	i	i	-4	9	46*	-3	7
COc1ccc(-c2n[nH]c(=S)n2/N=C/C=C/c2ccccc2OC)cc1	1	0	3	0	1	19	-9	-0.6	-3	-2
COc1cccc(CNC(=O)c2ccc(OCC(=O)N3CCOCC3)c(OC)c2)c1	1	9	-1	-4	-2	7	2	0.4	0	0
CC(C)C(NS(=O)(=O)c1cccs1)C(=O)Nc1nc(C(C)(C)C)cs1 (configuration not stated)	1	-7	-1	-1	1	5	1	-0.1	0	3
COc1ccc(O)c(/C=N/NC(=O)CN2CCS(=O)(=O)CC2)c1	2	2	-237	-42	-359	-6	6	-34	-2	-5
CCOc1ccc(/C=N/NC(=O)CNC(=O)c2ccc(S(=O)(=O)N3CCOCC3)cc2)cc1	-1	-5	2	-2	0	15	-11	-0.3	1	7
O=C1CCCN1CCCNC(=S)Nc1ccc(Nc2ccccc2)cc1	4	-4	2	-6	-13	0	8	-0.3	3	-1
O=C(CN1CCN(Cc2ccccc2Cl)C1=O)N1CCCCCC1	4	-3	-2	-2	-1	2	1	0.4	3	0
O=C(NCc1cccs1)C1CCCN1C(=O)NC1CCCCC1 (configuration not stated)	-2	-4	6	4	2	-2	-3	0.3	1	-3
Nc1c(C(=O)N/N=C/c2ccc(F)cc2)oc2nc(-c3ccccc3)cc(-c3ccco3)c12	-1	-9	-39	-17	-55	-5	5	-1.5	-7	-5
O=C(c1cccnc1NCc1ccc(F)cc1)N1CCOCC1	-4	7	2	0	-2	2	9	0.2	-1	-5
CCOc1ccc(NC2C=CS(=O)(=O)C2)cc1 (configuration not stated)	-1	1	-5	-1	-6	-13	1	1.0	0	-2
CCc1ccc(CNC(=O)C2CC(=O)N(CCc3ccc(C)cc3)C2)cc1 (configuration not stated)	-6	-3	2	1	0	23	1	-0.2	-3	-2
OC(COCc1ccc(Cl)cc1)CN1CCN(c2ccccn2)CC1 (configuration not stated)	-4	2	0	0	1	-4	-7	0.2	-3	-1
COC(=O)c1sc2nc(C)cc(-c3ccccc3)c2c1N	2	-8	-431	-10	i	-6	0	-2.7	5	-6
C=CCNC(=O)c1nn2cccnc2c1Cl	0	-3	-10	-3	-10	14	-1	-0.1	0	-4
CN(Cc1ccccc1)C(=O)CCCn1c(=O)c2cccn2c2cccnc21	-2	6	-3	-7	-7	2	1	1.1	-1	-2
CCOc1cccc(/C=N/NC(=S)Nc2ccccc2[N+](=O)[O-])c1O	1	0	-7	0	-10	2	0	-0.7	-9	1
COC(=O)c1c(O)cc(C(C)(C)C)n(-c2ccccc2)c1=O	2	1	-1	0	1	5	-5	-1.1	1	-3
CCOC(=O)c1cc(C#N)c(N2CCN(C(=O)c3cccc(C(F)(F)F)c3)CC2)nc1C(F)(F)F	1	-2	-7	-4	-21	10	1	-0.1	-1	3
CC(=O)c1sc(NC(=O)c2ccc(Br)o2)nc1C	-2	2	-14	2	-16	-4	-14	-0.2	5	-1
COc1ccc(CNC(=S)N/N=C(\C)c2ccc(OC)cc2)cc1	-6	4	-3	4	-7	10	10	0.3	3	-2
Cc1ccc(NC(=O)CN(C(=O)N2CCN(C)CC2)S(=O)(=O)c2ccc(C)cc2)cc1	0	7	-1	-2	-1	2	11	-0.6	-1	-10
COC(=O)CC1C(=O)NCCN1Cc1cn(-c2ccc(C)cc2)nc1-c1cccc(C)c1 (configuration not stated)	-1	7	3	1	-7	9	-2	0.8	4	-10
O=C1OC(C(=O)Nc2nccs2)Cc2ccccc21 (configuration not stated)	-3	7	1	-5	-2	0	7	0.1	0	2

Of the compounds above, these contain a CF3 group.
SMILES	MBD2 DNA inh	Tn6 DDE FP	PLC-gamma1 inh	ADAM17 inh	PLC-beta3 inh	ASAP1 inh	ARFGAP1 inh	proKLK7 act	UHRF1 binding	Tn7 DDE FP
CC1CC(C(F)(F)F)n2ncnc2N1 (configuration not stated)	5	6	1	-2	1	-1	14	-0.4	0	1
CN(Cc1ccccc1)C(=O)c1[nH]c(C(F)(F)F)nc1-c1ccccc1	-1	-2	-4	-3	-3	-1	-1	0.1	-1	-1
CCOC(=O)c1cc(C#N)c(N2CCN(C(=O)c3cccc(C(F)(F)F)c3)CC2)nc1C(F)(F)F	1	-2	-7	-4	-21	10	1	-0.1	-1	3

Pulled one by one from the entries so far, three records:
SMILES	MBD2 DNA inh	Tn6 DDE FP	PLC-gamma1 inh	ADAM17 inh	PLC-beta3 inh	ASAP1 inh	ARFGAP1 inh	proKLK7 act	UHRF1 binding	Tn7 DDE FP
CCc1ccc(CNC(=O)C2CC(=O)N(CCc3ccc(C)cc3)C2)cc1 (configuration not stated)	-6	-3	2	1	0	23	1	-0.2	-3	-2
COc1ccc(CNC(=S)N/N=C(\C)c2ccc(OC)cc2)cc1	-6	4	-3	4	-7	10	10	0.3	3	-2
Cc1ccc(NC(=O)CN(C(=O)N2CCN(C)CC2)S(=O)(=O)c2ccc(C)cc2)cc1	0	7	-1	-2	-1	2	11	-0.6	-1	-10

(list continues)
SMILES	MBD2 DNA inh	Tn6 DDE FP	PLC-gamma1 inh	ADAM17 inh	PLC-beta3 inh	ASAP1 inh	ARFGAP1 inh	proKLK7 act	UHRF1 binding	Tn7 DDE FP
COc1ccc(-c2cc(=O)oc3cc(OC(C)C(=O)NCC4CCC(C(=O)O)CC4)ccc23)cc1 (configuration not stated)	-3	3	-131	-28	-171	4	5	1.8	-2	2
CCCS(=O)(=O)c1c(S(=O)(=O)CCC)c2ccc(C(N)=O)cn2c1C(=O)c1ccccc1	0	3	0	2	4	0	1	-0.4	2	-10
CC1(C)C2CCC1(CS(=O)(=O)Nc1cccc(S(N)(=O)=O)c1)C(=O)C2 (configuration not stated)	-8	4	0	-3	-4	9	-12	-0.1	-2	2
COc1cc(C(=O)COC(=O)c2ccc3c(c2)OCCO3)cc(OC)c1OC	-6	3	4	3	2	17	9	0.8	1	-8
